# NOD2 inhibition: NOD2 signaling inhibitors, cell-based, luminescence, uHTS, HEK293 (AID 1566); hit rate 0.63% among 290,000; inhibition, % at 4 µM, or EC50 in µM where a hit was titrated; HEK293 NOD2/NF-kB luciferase reporter, luminescence; higher % means a stronger effect; note: many of its hits are not listed in these tables
# AID2073: inhibitors of Mint1-CaV2.2 protein interaction, biochemical, HTRF (AID 2073) | HTRF protein-protein interaction, Mint1-CaV2.2; higher % means a stronger effect | Voltage-dependent N-type calcium channel subunit alpha-1B (Homo sapiens) | hit rate 0.19% among 290,000 | inhibition, % at 20 µM; hits with a dose series show IC50 in µM; in the data active = inhibition mostly above about 51%, no sharp cut-off; inconclusive = no clear call, values can overlap the other calls; inactive = mostly below about 53%; note: some results filed as inactive read as strong as hits
# NS5 inhibitors: Dengue-2 NS5 methyltransferase inhibitors, primary screen, biochemical, confirmation dose response (AID 588689) | Genome polyprotein (Dengue virus type 2 (strain 16681-PDK53)) | Dengue-2 NS5 methyltransferase capping enzyme assay, biochemical; higher % means a stronger effect | one-dose inhibition, % at 25 µM; IC50 in µM for titrated hits | hit rate 0.3% among 340,000; in the data active = a potency from the dose series; inconclusive = inhibition above about 29% without an active follow-up result
# SIAH1 antagonists: Siah-1 peptide-binding antagonists, primary screen, biochemical, fluorescence polarization, rhodamine-plectin, uHTS (AID 1817). hit rate 0.02% among 290,000. Siah-1 / rhodamine-plectin peptide fluorescence polarization; higher % means a stronger effect. displacement, % at 20 µM, or IC50 in µM where a hit was titrated;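 active = displacement of at least 50% at 20 µM, with a fluorescence ratio check between 0.3 and a set limit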;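 note: plate controls were Siah plus tracer with DMSO for no effect and tracer alone without Siah for full effect; strong numbers were not always called active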
# Myeloid diff 2: induction of myeloid progenitor differentiation, primary screen, cell-based, flow cytometry, MLPCN library; ER-HoxA9 myeloid progenitors, lysozyme-GFP differentiation; calls only at 10 µM; hit rate 1% among 360,000;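 active = normalized GFP-positive differentiation at or above the plate's own cutoff, the solvent-only control mean plus 3 SD; inconclusive = no clear call, values can overlap the other calls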;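 note: cells exposed to compound for four days before flow analysis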
# LYP inhibition: inhibitors of LYP phosphatase, biochemical, fluorescence intensity, uHTS (AID 1779) | one-dose inhibition, % at 11.5 µM; IC50 in µM for titrated hits | recombinant LYP phosphatase, fluorescence intensity; higher % means a stronger effect | Tyrosine-protein phosphatase non-receptor type 22 (Homo sapiens) | hit rate 0.054% among 290,000;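 note: plate controls were vehicle with enzyme for no effect and no enzyme for full effect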
# HIV fusion peptide: inhibitors of HIV fusion peptide binding, primary screen, biochemical, uHTS, fluorescence dequenching (AID 1986); hit rate 0.3% among 290,000; inhibition, % at 20 µM; hits with a dose series show IC50 in µM; cell-free peptide binding, fluorescence dequenching, 30 min; higher % means a stronger effect; in the data active = inhibition mostly above about 52%, no sharp cut-off; inactive = mostly below about 76%; note: some results filed as inactive read as strong as hits
# Hep lipid drop: inhibitors of hepatocyte lipid droplet formation, primary screen, imaging, high-throughput imaging, BODIPY stain | AML12 mouse hepatocytes, oleate lipid droplets | inhibition, % at 6.5 µM | hit rate 0.4% among 240,000 | AID 1656, 2009;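 active = lipid droplet intensity inhibited by at least 50%, with more than 500 cells counted; inconclusive = wells with under 300 cells, treated as cytotoxic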
#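 Material – AML12 mouse liver cells · Also added – oleate loading, 100 µM · Compound dosing – 6.5 µM single-point dosing · Times – overnight treatment with compound plus oleate · Measured by – fluorescence imaging, 20x objective, two fields per well · Read-out – percent inhibition of filter-corrected integrated lipid droplet intensity per well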
# XIAP antagonists: XIAP antagonists, biochemical, IAP family, fluorescence polarization (AID 1018); XIAP BIR domain, fluorescence polarization peptide displacement; higher % means a stronger effect; E3 ubiquitin-protein ligase XIAP (Homo sapiens); displacement, % at 20 µM; hits with a dose series show IC50 in µM; hit rate 0.007% among 200,000; in the data active = displacement above about 50%; note: a part of the inactive calls stands beside numbers as strong as those of hits
# Hep lipid drop cells 6.5 µM: also measured in Hep lipid drop; calls as there; cell count; measured here: cell count, cytotoxicity flag;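 cells counted across two imaged fields per well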
# Myeloid diff 2 GFP+ MAC1+ %: recorded beside Myeloid diff 2, whose call it bears; GFP+ MAC1+ double positive, %; measured here: differentiation confirmed by MAC1 staining
# * = called active by the depositor; i = inactive; ? = inconclusive; . = no result given; + = active, no number. Cut-off read from the data, not from the text of the source, unless noted: active = inhibition above about 50%; inactive = the rest. These rows are one share of the data. The share of hits here may be higher or lower than overall.
# Value order – NOD2 inhibition	AID2073	NS5 inhibitors	SIAH1 antagonists	Myeloid diff 2	Myeloid diff 2 GFP+ MAC1+ %	LYP inhibition	HIV fusion peptide	Hep lipid drop	Hep lipid drop cells 6.5 µM	XIAP antagonists
CCOc1cc(/C=C2/COc3ccccc3C2=O)ccc1OCC(=O)N(C)C
→ -23%	0%	-8%	7%	i	0.2	3%	2.9%	0	723	-4.3%
COc1ccnc(CN(C)C(=O)C2CCC(=O)N(CCN(C)C)C2)c1 (centres undefined)
→ 3%	4%	-1%	-5%	i	1.5	-15%	0.4%	-14	778	.
CCn1c(/C=C/Nc2ccccc2)[n+](CC)c2ccc(Cl)cc21
→ -10%	40%	3%	-3%	i	0.2	1%	-1.5%	-14	668	-0.1%
CC(C)(C)C(=O)NCCn1ccc2ccccc21
→ 4%	4%	1%	-2%	i	1.4	-2%	0.9%	-20	594	-5.4%
CN1CCc2nc(SC(C(=O)O)c3ccccc3)c(C#N)c(-c3cccs3)c2C1 (centres undefined)
→ 14%	-31%	23%	2%	i	1.8	-6%	6.1%	0	731	.
Cc1ccc(NC(=O)C2CCCN2C(=O)NC2CCCCC2)cc1C (centres undefined)
→ 3%	3%	-8%	-1%	i	0.9	-7%	-1.1%	-1	733	-2.5%
O=C(Nc1cc(S(=O)(=O)N2CCOCC2)ccc1O)c1ccco1
→ 11%	-13%	-11%	5%	i	0.7	5%	-0.1%	.	.	-5.5%
COc1ccccc1N(Cc1cc(=O)[nH]c2ccccc12)C(=O)c1cccc([N+](=O)[O-])c1
→ 1%	-9%	-10%	-2%	i	0.8	-2%	-0.1%	2	723	.
CCCCCc1ccc(-c2cn(CN3C(=O)c4ccccc4C3=O)nn2)cc1
→ -7%	8%	7%	8%	i	2.3	-13%	-0.5%	15	816	.
CC(C)(C)n1ncc2c(=O)n(CC(=O)N3CCCCC3)cnc21
→ 22%	0%	-3%	-1%	i	0.9	-8%	-0.6%	2	647	-4.5%
CNC(=O)c1ccc(-c2ccc(OC)cc2)s1
→ 1%	27%	-10%	-2%	i	0.9	-34%	0.7%	.	.	-2.1%
O=c1[nH]c(C2CCCN(S(=O)(=O)c3ccccc3)C2)nc2c1nnn2Cc1ccccc1F (centres undefined)
→ 6%	19%	4%	-4%	i	0.8	-5%	0.5%	0	735	-19%
COc1ccc(NC(=O)CS(=O)(=O)Cc2nc(-c3ccc(C)cc3)oc2C)cc1
→ 26%	21%	-5%	-4%	i	1.0	-9%	1.1%	9	746	.
C=CCOC(=O)CCP(=O)(CCC(=O)OCC=C)c1ccccc1
→ -3%	5%	.	5%	i	1.3	-11%	0.3%	-3	731	-1.2%
Nc1nnnn1/N=C/c1cccc(Br)c1
→ -4%	7%	.	-3%	i	0.3	-7%	0.1%	-1	888	.
O=C(CCc1ccccc1)N1CCN(Cc2ccc(F)cc2Cl)CC1
→ 7%	8%	-12%	-8%	i	0.3	-7%	-0.8%	-16	790	.
N#Cc1c(Nc2ccccc2)c(C=NCCN2CCOCC2)c[nH]c1=O
→ -7%	-2%	21%	-1%	i	0.5	-6%	0.9%	.	.	-5.4%
CCCCC(=O)Nc1cccc(NC(=O)c2cccc(Br)c2)c1
→ 19%	-2%	-18%	-1%	i	0.1	7%	0.2%	-3	684	-7.2%
O=C(CSc1nnc(NC(=O)c2ccccc2F)s1)NCc1ccco1
→ -54%	2%	-8%	-5%	i	1.7	-8%	0.5%	2	808	.
O=C(CCS(=O)(=O)c1ccccc1)Nc1ncc([N+](=O)[O-])s1
→ 9%	0%	-2%	-1%	?	.	-7%	-1.3%	-7	791	.
CCOC(=O)N1CCN(C(=O)CSc2nnc(-c3cccc(Cl)c3)o2)CC1
→ 9%	6%	-4%	6%	i	1.4	0%	-1.8%	2	674	-3.3%
COc1ccc(NC(=O)C(=O)NNC(=O)COc2ccc(OC)cc2)cc1
→ -9%	7%	-12%	-2%	i	1.5	-4%	-1.0%	1	694	.
CCOC(=O)Cn1c(=O)oc2cc(S(=O)(=O)NC(C)c3ccccc3)ccc21 (centres undefined)
→ 13%	?	0%	0%	i	1.9	-3%	2.7%	.	.	-4.1%
O=C(CSc1nnnn1-c1ccc(O)cc1)NC1CCCCC1
→ -37%	2%	5%	5%	i	0.6	0%	0.5%	-4	822	.
O=S(=O)(N[C@@H]1C[C@H]2CC[C@@H]1C2)c1cccs1
→ 2%	-7%	-5%	-2%	i	1.3	-7%	-0.8%	.	.	-3.7%
CCc1ccccc1NC(=S)N(CCN(C)C)Cc1cccs1
→ -2%	-20%	-2%	-1%	i	0.6	4%	0.4%	7	757	-3.9%
O=C(OCCCOC(=O)c1ccc(O)cc1)c1ccc(O)cc1
→ 28%	2%	-6%	-1%	i	3.3	2%	-0.2%	31	673	.
O=[N+]([O-])c1ccc(N2CCN(S(=O)(=O)c3ccccc3)CC2)cc1NCCN1CCOCC1
→ 7%	8%	-5%	-3%	i	1.4	0%	-1.9%	8	706	-4.2%
O=C(Cc1c(F)cccc1Cl)Nc1cc(S(=O)(=O)N2CCCCC2)ccc1N1CCOCC1
→ -4%	-8%	6%	1%	i	0.4	-4%	-1.9%	-39	697	.
COc1ccc(NC(=O)C2CCN(C(=O)[C@@H]3Cc4ccccc4CN3)CC2)cc1
→ -7%	0%	0%	1%	i	2.5	3%	-0.6%	6	717	.
CCCC[n+]1c(C)sc2cc(OC)ccc21
→ 9%	-22%	-7%	11%	i	0.6	2%	-0.3%	10	751	-4.5%
COc1ccc(OCC(=O)Nc2ccc(N3CCN(C(=O)c4ccco4)CC3)cc2)cc1
→ 13%	3%	-6%	3%	i	1.0	-10%	-1.3%	-4	730	-3.5%
O=C(NC1CCS(=O)(=O)C1)c1cc(-c2ccccc2)nc2ccccc12 (centres undefined)
→ 8%	-5%	4%	2%	i	0.8	-7%	-1.3%	20	719	-7.4%
O=C(Nc1ccccc1N1CCN(c2ccc(F)cc2)CC1)c1ccccc1
→ -39%	-2%	6%	-2%	i	1.0	1%	-3.3%	-14	792	-8.4%
CC1(C)Cc2nc3n[nH]c(N)c3cc2CO1
→ -3%	2%	-2%	4%	i	0.6	0%	1.5%	-19	713	-12%
O=C(O)c1ccccc1NC(=O)c1ccccc1Nc1ccccc1
→ -34%	15%	24%	-4%	+	5.6*	-4%	18µM*	0	841	.
O=C(Cn1c(=O)c2cccn2c2ccc(F)cc21)NCCCN1CCN(c2ccccc2F)CC1
→ 5%	0%	-2%	0%	i	0.2	-21%	0.4%	-8	673	.
CC(=O)O[C@H]1C(=O)[C@@]2(C)C([C@H](OC(=O)c3ccccc3)[C@]3(O)C[C@H](OC(=O)[C@H](O)[C@@H](NC(=O)c4ccccc4)c4ccccc4)C(C)=C1C3(C)C)[C@]1(OC(C)=O)CO[C@@H]1C[C@H]2O (some centres undefined)
→ 4%	14%	-1%	12%	i	6.9	2%	0.2%	.	.	.
Cc1cc(=O)n2c3ccccc3n(CC(O)CN3CCOCC3)c2c1C#N (centres undefined)
→ 25%	1%	-5%	-1%	i	0.2	-3%	1.2%	12	681	-1.6%
Cc1ccc(CSc2ccc(-c3ccco3)nn2)cc1
→ -64%	38%	-8%	32%	i	0.8	7%	23%	-12	725	5.9%
O=C1c2ccccc2NC(c2ccccc2F)N1NS(=O)(=O)c1ccccc1 (centres undefined)
→ 16%	7%	-1%	-1%	i	0.7	-2%	-0.2%	2	779	.
CN(C(=O)CN1C(=O)S/C(=C\c2ccccc2Cl)C1=O)C1CCS(=O)(=O)C1 (centres undefined)
→ -5%	-1%	-4%	14%	i	1.4	-7%	0.4%	-18	760	.
Cc1ccc(C2NC(C(=O)O)CS2)cc1 (centres undefined)
→ 13%	-3%	.	1%	.	.	-8%	-1.3%	-8	667	-2.2%
CCC(=O)Nc1ccc(Cl)c(NC(=O)c2cccc(OC)c2)c1
→ 14%	2%	.	3%	i	0.0	-10%	0.6%	-5	714	-5.4%
CC1(C)Cc2ccccc2-c2nnnn21
→ 0%	8%	-2%	-4%	i	1.7	-2%	-1.8%	21	781	-1.7%
O=C(NNC(=O)c1ccccc1C(=O)O)c1ccc(O)cc1
→ 2%	0%	-3%	0%	i	0.2	-8%	-1.2%	10	698	-2.6%
CC1CCN(c2ccc(/C=N/n3nnnc3N)cc2[N+](=O)[O-])CC1
→ -4%	4%	2%	-3%	i	1.6	-10%	-1.8%	.	.	-1.6%
CCOc1ccc(-c2nc(-c3ccncc3)no2)cc1OCC
→ -4%	0%	6%	0%	i	0.5	-1%	-0.4%	14	722	3.0%
Cc1ccc(/C=N/NC(=O)C2(C)CC2(Br)Br)cc1 (centres undefined)
→ 11%	0%	-7%	-1%	i	0.1	-4%	0.6%	4	684	-3.9%
NC(=O)NC(=O)COC(=O)CC12CC3CC(CC(C3)C1)C2
→ 14%	8%	-1%	20%	i	1.6	-8%	-0.9%	1	702	-6.5%

# Record cards (already shown).
# Record of COc1ccc(NC(=O)C(=O)NNC(=O)COc2ccc(OC)cc2)cc1 = NOD2 inhibition = -9%; AID2073 = 7%; NS5 inhibitors = -12%; SIAH1 antagonists = -2%; Myeloid diff 2 = i; Myeloid diff 2 GFP+ MAC1+ % = 1.5; LYP inhibition = -4%; HIV fusion peptide = -1.0%; Hep lipid drop = 1; Hep lipid drop cells 6.5 µM = 694; XIAP antagonists = .
# Record of CC(=O)O[C@H]1C(=O)[C@@]2(C)C([C@H](OC(=O)c3ccccc3)[C@]3(O)C[C@H](OC(=O)[C@H](O)[C@@H](NC(=O)c4ccccc4)c4ccccc4)C(C)=C1C3(C)C)[C@]1(OC(C)=O)CO[C@@H]1C[C@H]2O (some centres undefined) = NOD2 inhibition = 4%; AID2073 = 14%; NS5 inhibitors = -1%; SIAH1 antagonists = 12%; Myeloid diff 2 = i; Myeloid diff 2 GFP+ MAC1+ % = 6.9; LYP inhibition = 2%; HIV fusion peptide = 0.2%; Hep lipid drop = .; Hep lipid drop cells 6.5 µM = .; XIAP antagonists = .

# The list goes on.
# Value order – NOD2 inhibition	AID2073	NS5 inhibitors	SIAH1 antagonists	Myeloid diff 2	Myeloid diff 2 GFP+ MAC1+ %	LYP inhibition	HIV fusion peptide	Hep lipid drop	Hep lipid drop cells 6.5 µM	XIAP antagonists
COc1cc(C(=O)OC2CCOC2=O)cc(Cl)c1OC (centres undefined)
→ 11%	-3%	6%	4%	i	0.4	-6%	0.2%	-3	796	.
Cc1nc(Cl)c(Cl)n1CCOc1ccccc1
→ -9%	-10%	.	-2%	i	0.2	-8%	0.4%	0	715	.
CCc1ccc2nc(N(CCN(C)C)C(=O)/C=C/c3cccs3)sc2c1
→ -3%	15%	-4%	4%	?	.	-5%	-1.5%	5	780	.
Cc1ccc(N(CN2CCCC2=O)C(=O)c2ccccc2)cc1
→ 13%	0%	-6%	-1%	i	0.6	-9%	-1.5%	2	778	-5.8%

# Screening data from PubChem BioAssay.
